High-throughput results deposited in PubChem BioAssay by several laboratories.
DNMT1 inh: blocks human DNA methyltransferase DNMT1. actives 0.83% (n = 360,000). DNMT1 molecular beacon, Hinp1I cleavage, fluorescence. AID 588458. inhibition (reported as % activation of signal), % at 10 µM. P26358; in the data active means inhibition above about 50%
Tb MetRS inh: Trypanosoma brucei MetRS inhibition. AID 624268. inhibition, % at 11.9 µM. purified T. brucei MetRS, ATP depletion, Kinase-Glo luminescence. actives 0.4% (n = 360,000);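 active means inhibition above a per-plate cutoff of the control wells' mean inhibition plus 3 SD, cut at about 5.5% in these data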;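 further: 0% = DMSO wells median and 100% = median of wells with control inhibitor compound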
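Material: T. brucei methionyl-tRNA synthetase, purified; reagent: substrates ATP, L-methionine and bulk Escherichia coli tRNA; dosing: 11.9 µM single point; timing: 15 min plus 2 h at 25 °C; detection: luminescence of leftover ATP; evaluation: % inhibition; control set: DMSO-only wells as low control; replicates: singlicate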
CSN inh: blocks human CSN-mediated cullin deneddylation | inhibition, % at 12.5 µM | Purified CSN, SCF-Nedd8-OG deneddylation, fluorescence polarization | actives 0.38% (n = 360,000);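 active means pattern-corrected inhibition above about 35%, with an unprinted fluorescence ratio check between 0.5 and 1.5, limit read from the data, passing the limit was not always enough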;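 further: 0% = enzyme with substrate and 100% = substrate without enzyme; some results filed as inactive read as strong as hits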
Target sequence (Q92905 whole entry, looked up, one chain of several): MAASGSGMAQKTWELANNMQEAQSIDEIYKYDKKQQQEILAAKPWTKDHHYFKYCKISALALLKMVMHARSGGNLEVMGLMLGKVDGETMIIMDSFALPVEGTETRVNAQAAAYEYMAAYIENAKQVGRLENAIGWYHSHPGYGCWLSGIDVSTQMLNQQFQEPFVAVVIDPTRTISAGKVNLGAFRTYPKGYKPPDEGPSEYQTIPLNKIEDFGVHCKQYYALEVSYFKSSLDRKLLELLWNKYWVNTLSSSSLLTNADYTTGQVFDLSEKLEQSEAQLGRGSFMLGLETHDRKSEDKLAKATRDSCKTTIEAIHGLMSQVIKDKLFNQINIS
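Material: purified human Csn5 enzyme expressed in HEK293T cells / Medium: Tris buffer pH 7.5, NaCl, DTT, Tween-20, trehalose, ovalbumin / Compound dosing: 12.5 µM single point / Schedule: 90 min incubation of compound, enzyme and substrate at room temperature / Signal: fluorescence polarization of the substrate / Control set: no-enzyme wells high, enzyme-with-substrate wells low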
NadD inh: NadD (S. aureus) enzyme inhibition; purified NadD enzyme, colorimetric absorbance read-out; inhibition, % at 20 µM; actives 0.78% (n = 360,000); AID 602399; in the data active means inhibition above about 26%; further: some compounds past the cut are filed as inactive
Rpn11 block: Rpn11 (human) deubiquitinase inhibition; O00487; human 26S proteasome, Ub4-pepOG fluorescence polarization; 20S core pre-blocked with epoxomicin; calls only at 20 µM; actives 0.59% (n = 360,000);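 active means inhibition at 20 µM, scaled to each plate's controls, above about 33%, limit read from the data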
STEP block: STEP (human) phosphatase inhibition | P54829 | recombinant STEP, OMFP fluorogenic substrate, fluorescence | inhibition, % at 20 µM | actives 0.25% (n = 360,000) | AID 588621;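 active means inhibition at 20 µM, scaled per plate between control wells, above about 37%, limit read from the data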;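 further: 0% = DMSO with enzyme and substrate and 100% = substrate only without enzyme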
Target sequence (P54829 whole entry, looked up): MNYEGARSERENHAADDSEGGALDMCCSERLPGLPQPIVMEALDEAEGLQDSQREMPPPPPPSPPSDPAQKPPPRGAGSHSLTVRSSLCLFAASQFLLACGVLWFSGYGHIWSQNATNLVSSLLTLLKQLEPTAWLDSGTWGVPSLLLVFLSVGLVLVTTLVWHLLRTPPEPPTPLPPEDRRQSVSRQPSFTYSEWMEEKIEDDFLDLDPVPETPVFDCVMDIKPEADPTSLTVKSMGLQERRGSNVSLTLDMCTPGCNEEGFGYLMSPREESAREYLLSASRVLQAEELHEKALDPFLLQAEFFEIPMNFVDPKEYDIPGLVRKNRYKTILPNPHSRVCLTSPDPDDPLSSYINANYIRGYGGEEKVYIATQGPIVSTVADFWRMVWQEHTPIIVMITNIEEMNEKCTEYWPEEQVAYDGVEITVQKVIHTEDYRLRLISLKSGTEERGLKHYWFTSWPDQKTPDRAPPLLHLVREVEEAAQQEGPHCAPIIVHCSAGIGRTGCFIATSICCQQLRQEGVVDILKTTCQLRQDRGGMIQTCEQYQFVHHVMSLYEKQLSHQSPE
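Test system: STEP tyrosine phosphatase / Reagent: OMFP at 25 µM / Doses: 20 µM, 1% DMSO / Read-out: percent inhibition scaled to no-enzyme and uninhibited-enzyme controls, plate-pattern corrected / Detection: FITC-channel fluorescence of OMFP product / Medium: Bis-Tris buffer pH 6.0, 2.5 mM DTT, 0.005% Tween 20 / Schedule: 20 min at room temperature, dark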
LMPTP block: blocks human LMPTP phosphatase; P24666; recombinant LMPTP-A, OMFP fluorogenic substrate, fluorescence intensity; inhibition, % at 20 µM; actives 0.22% (n = 360,000);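 active means compounds that cut the enzyme signal by at least half of the control window in the single-dose screen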;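 further: plate controls were DMSO wells with enzyme plus substrate for no effect and substrate without enzyme for full effect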
Target sequence (P24666 whole entry, looked up): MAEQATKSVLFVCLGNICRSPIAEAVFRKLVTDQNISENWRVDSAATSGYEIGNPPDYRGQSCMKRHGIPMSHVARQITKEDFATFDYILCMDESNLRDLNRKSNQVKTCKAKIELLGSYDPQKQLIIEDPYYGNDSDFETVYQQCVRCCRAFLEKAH
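Test system: LMPTP-A, protein tyrosine phosphatase of low molecular weight; Input: 0.625 nM enzyme; Incubation: 50 min dark incubation at room temperature; Signal: endpoint fluorescence intensity from OMFP dephosphorylation; Read-out basis: % inhibition versus control wells.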
Scp-1 inhibitor: inhibitors of human Scp-1 phosphatase; AID 493091; Recombinant Scp1, phosphopeptide, malachite green phosphate absorbance; actives 0.88% (n = 340,000); Q9GZU7; inhibition, % at 20 µM;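 active means inhibition above about 50% at 20 µM, limit read from the data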;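 further: plate controls were DMSO wells with enzyme for no effect and wells lacking enzyme for full effect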
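Material – SCP-1 phosphatase catalytic domain, residues 76-261 · Buffer or medium – Acidic Tris acetate buffer with magnesium and detergent · Also added – Phospho 17-mer peptide substrate · Compound – single 20 µM dose, 1% DMSO · Times – 45 min room-temperature reaction, 5 min colour, 30 min stabiliser · Technique – Phosphate-binding colour reagent, absorbance read at 630 nm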
SUMO1-SIM PPI: modulators of human SUMO1-mediated protein-protein interactions; SUMO1 binding to a labelled peptide, TR-FRET, 1 h; inhibition, % at 20 µM; actives 0.33% (n = 360,000); P63165; AID 602429; in the data active means inhibition above about 37%
MsrA inh: inhibits bovine methionine sulfoxide reductase A; inhibition, % at 15.5 µM; purified bovine MsrA, absorbance read-out; actives 0.75% (n = 360,000); in the data active means inhibition above about 4.5%;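 further: 0% = vehicle wells with enzyme and 100% = reference inhibitor wells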
The depositor's hits bear a star; i = inactive; nt = no result given.

The line under a structure holds: DNMT1 inh, Tb MetRS inh, CSN inh, NadD inh, Rpn11 block, STEP block, LMPTP block, Scp-1 inhibitor, SUMO1-SIM PPI, MsrA inh
1	C/C(=N/NC(=O)CSc1nc2ccccc2n1C)c1ccncc1
  0, -0.1, 9, 2, i, -3, 0.2, 3, -1, 0.5
2	Clc1ccc(-c2c[n+](Cc3ccc(Cl)cc3Cl)c3n2CCCCC3)cc1
  -1, -0.7, 6, 1, i, 1, -0.2, 12, -5, -0.5
3	C=CCn1c(SCC(N)=O)nc2scc(-c3ccc(C)o3)c2c1=O
  -1, -0.7, 0, 0, i, -1, -1.7, 1, -8, 1.4
4	c1ccc(C2[C@H]3CN(CC4CCCCC4)[C@H](c4ccccc4)C34CC2(c2ccccc2)C4)cc1 (stereo partly drawn)
  19, -0.4, 1, 19, i, -1, 3.1, 4, 3, -1.0
5	COc1cccc(NC(=O)COC(=O)C2CC(=O)N(c3ccc(C)cc3)C2)c1 (stereo not drawn)
  -2, -0.3, 6, -3, i, 1, 0.7, -4, -4, 0.2
6	COc1c(OC)c2[nH]c(=O)cc3c4ccccc4n(c1=O)c23
  23, 1.1, -14, -1, i, 0, 0.4, -7, -27, 0.9
7	Cc1nn2c(N)c(-c3ccccc3)cnc2c1-c1ccc(Cl)cc1
  0, -0.1, -1, 10, i, 0, 2.4, 13, -10, -0.9
8	COc1ccc(OCCCN(C)Cc2ccccc2)cc1
  1, -0.4, 3, -7, i, -1, -2.3, 8, 0, -0.3
9	CSc1ccc(S(=O)(=O)NCc2ccc(C)cc2)cc1
  -4, -0.2, 0, -8, i, 1, 1.5, -9, -4, 0.8
10	CCOc1c2ccc(C(=O)NCC34CC5CC(CC(C5)C3)C4)cc2nn1CC
  1, 0.3, -2, -2, i, 2, 0.8, -1, -13, -0.6
11	O=C(O)c1nn(-c2ccccc2C(F)(F)F)cc1O
  28, 0.2, 3, -2, i, 2, -2.4, -2, 1, 0.3
12	O=C(c1ccc(Cl)c(Cl)c1)N1CCC(=O)N([C@H](COCc2ccc(Cl)cc2)Cc2ccccc2)CC1
  nt, -0.8, 1, -6, nt, nt, 9.2, nt, 2, 2.1
13	Cc1cc2nc(-c3ccc(NC(=O)C(C)C)cc3)oc2cc1C
  63*, -0.9, 21, -8, i, -4, 0.3, -7, -1, 0.2
14	COc1ccc(CNC(=O)[C@H](C)NC(=O)[C@@H]2Cc3ccccc3CN2)cc1
  0, 0.1, 6, -8, i, 0, -0.9, -6, 5, 0.9
15	COC1=CC(=O)OC(c2ccc(OC)cc2)C1 (stereo not drawn)
  1, -0.1, 2, -1, i, -4, -2.5, -10, 2, -0.2
16	Cc1cc(Oc2ccc(-c3ccccc3)cc2)n2ncnc2n1
  1, 0.0, 2, 3, i, -4, -1.9, -1, 2, -0.6
17	COc1ccc(CCN(C)C/C=C/c2ccccc2)cc1OC
  0, -0.4, -1, -8, i, -2, -2.7, -2, 2, -0.8
18	Cc1cc(C)cc(NC(=O)C2C3C=CC(O3)C2C(=O)O)c1 (stereo not drawn)
  -1, 0.4, -2, -4, i, -2, -1.7, -5, 4, -0.9
19	COc1ccc(S(=O)(=O)N2CCOCC2)cc1NC(=O)CCCOc1ccc(Cl)cc1C
  -8, 0.2, -1, -1, i, 1, 1.5, -4, 1, 0.8
20	COC(=O)c1ccc(CCc2cc(O)ccc2O)cc1
  72*, -0.3, 0, 6, i, -1, -0.2, -10, -2, nt
21	C/C(=N\NC(=O)COc1cccc(C)c1)c1ccc2ccccc2c1O
  3, -0.3, -1, 2, i, -2, 0.7, -8, -97, 0.9
22	CCOc1ccccc1N(CC(=O)N1CCCC1)S(C)(=O)=O
  0, -1.0, 4, 3, i, -1, -0.8, -6, 1, -0.1
23	O=C1c2ccccc2C(=O)c2c1ccc(O)c2O
  10, -1.3, -29, 2, i, 2, 8.5, 29, 17, 1.4
24	C/C(=N\NC(=O)C(=O)Nc1c(C)n(C)n(-c2ccccc2)c1=O)c1ccc(Cl)s1
  0, -0.1, 2, 0, i, 3, -0.7, 1, -11, 0.6
25	O=C1c2cccc3cccc(c23)C(=O)N1OS(=O)(=O)c1ccccc1
  8, -1.1, -2, -12, i, 1, 1.0, -6, -8, 0.0
26	COC(=O)c1cc(NC(=O)/C=C/c2ccc3c(c2)OCO3)cc(C(=O)OC)c1
  16, -0.2, 0, 1, i, 1, 2.3, -4, 32, 0.2
27	CCc1ccccc1N(CC(=O)NCC1CCCO1)C(=O)CCC(=O)Nc1nccs1 (stereo not drawn)
  4, -0.3, 4, -1, i, -2, 0.4, -12, 6, 0.2
28	CCOC(=O)c1cc2c(s1)-c1c(C)cccc1OC2
  0, -0.2, 2, 2, i, 0, 1.5, -12, -5, 0.7
29	CN1CCN(c2nc(-c3ccccc3)ncc2S(C)(=O)=O)CC1
  2, 0.0, -1, -6, i, 1, -1.7, 4, -2, -0.3
30	COc1ccc(CN(CCC#N)CCC2(c3ccccc3)CC(C)N(C)CC2C)cc1OC (stereo not drawn)
  -5, -0.8, 4, -8, i, 0, -0.9, -7, 1, -1.1
31	N#Cc1c(SCC(=O)N2CCCCC2)nsc1SCC(=O)N1CCCCC1
  1, 0.1, -4, 9, i, 2, -0.1, -8, 3, -0.4
32	Oc1ccccc1CN1CCCC(N2CCN(c3cccc(C(F)(F)F)c3)CC2)C1 (stereo not drawn)
  18, -1.6, 0, -8, i, 2, 0.2, -8, 4, 0.7
33	N#CCCn1c2ccccc2c2nc3ccccc3nc21
  7, -1.2, -3, -7, i, 2, 2.5, 2, -19, 3.3
34	Cc1ccc(CNC(=O)CSc2nc(C)cc(C)c2C#N)cc1
  -3, -0.7, 0, -5, i, -1, 0.0, 0, -4, -0.2
35	COc1ccc(OC)c(S(=O)(=O)N(C)CC(=O)N2CCc3ccccc3C2)c1
  -14, -0.4, 4, -6, i, -1, -1.2, -12, -1, 0.2
36	O=C(N/N=C/c1ccc2c(c1)OCO2)C(=O)Nc1ccccc1
  9, 0.1, 0, 3, i, -3, 2.0, -1, -1, -0.1
37	CCOc1cccc(C2/C(=C(/O)c3ccc4c(c3)CC(C)O4)C(=O)C(=O)N2Cc2ccncc2)c1 (stereo not drawn)
  -3, -0.5, 4, 13, i, 0, 2.2, 1, -8, 0.1
38	O=C(c1cc(Cl)ccc1F)N1CCCC(Nc2ccc3c(c2)OCCO3)C1 (stereo not drawn)
  -3, -0.4, -3, 5, i, -1, 0.3, -8, 9, -0.7
39	Cc1ccc(S(=O)(=O)N2CCC(=O)N([C@H](COCc3cccc(Cl)c3)C(C)C)CC2)cc1
  nt, -0.4, 2, 2, nt, nt, 2.3, nt, 1, 1.2
40	O=C(OCCCN1CCCC1)C1(c2ccccc2)CCCC1
  -11, -1.1, -3, -1, i, 2, -3.9, -8, -3, -0.7
41	COc1cc(C)c(C(C)C)cc1S(=O)(=O)NCCCn1ccnc1
  -4, -0.2, -2, 1, i, 1, -3.5, -7, 6, -1.3
42	CCc1ccccc1N(CC(=O)N1CCCCCC1)S(C)(=O)=O
  1, 0.0, -1, 4, i, -4, -0.6, -5, 2, 0.9
43	O=C(O)CNC(=O)/C(=C/c1cccc([N+](=O)[O-])c1)NC(=O)c1ccco1
  -3, -1.2, 5, -3, i, -9, -1.6, -4, -11, -0.6
44	CCc1ccc(S(=O)(=O)Nc2cccc(-c3ccc4nnc(C)n4n3)c2)s1
  -2, -0.2, -9, 4, i, 2, 0.0, 0, 1, -0.4
45	COC(=O)c1ccc(C(=O)OC)c(NC(=O)CSc2nnc(-c3ccccc3Cl)o2)c1
  -2, -0.9, 3, -10, i, 11, 1.9, 4, 11, 0.2
46	C/C(=N\NC(=O)c1nnn(-c2nonc2N)c1CSc1ccccc1)c1ccco1
  24, 1.0, -1, 8, i, 0, 1.5, -7, -5, 0.7
47	CCn1c(SCc2cccc(C(=O)O)c2)nnc1-c1ccccc1
  0, -0.7, 0, 4, i, -2, 0.8, 14, 5, -0.9
48	O=C(COC(=O)c1cc(Br)ccc1Cl)NC1CC1
  9, -1.3, -3, 0, i, -1, -2.7, -3, -1, 0.5
49	COCC(C)NC(=O)c1ccccc1OC(C)=O (stereo not drawn)
  2, -0.5, -8, 6, i, -4, -2.2, -1, 2, 1.0
50	COc1ccccc1N1CCN(Cc2cc(=O)c(OCC#N)co2)CC1
  1, -0.3, -1, 1, i, -4, -0.8, -6, -9, 0.0
51	CC1CCCN(S(=O)(=O)c2cc(Cl)ccc2Cl)C1 (stereo not drawn)
  0, 1.1, -7, -13, i, -1, 0.7, -6, 1, -0.2

Looked up by compound from the entries so far, four records:
The line under a structure holds: DNMT1 inh, Tb MetRS inh, CSN inh, NadD inh, Rpn11 block, STEP block, LMPTP block, Scp-1 inhibitor, SUMO1-SIM PPI, MsrA inh
43	O=C(O)CNC(=O)/C(=C/c1cccc([N+](=O)[O-])c1)NC(=O)c1ccco1
  -3, -1.2, 5, -3, i, -9, -1.6, -4, -11, -0.6
47	CCn1c(SCc2cccc(C(=O)O)c2)nnc1-c1ccccc1
  0, -0.7, 0, 4, i, -2, 0.8, 14, 5, -0.9
40	O=C(OCCCN1CCCC1)C1(c2ccccc2)CCCC1
  -11, -1.1, -3, -1, i, 2, -3.9, -8, -3, -0.7
39	Cc1ccc(S(=O)(=O)N2CCC(=O)N([C@H](COCc3cccc(Cl)c3)C(C)C)CC2)cc1
  nt, -0.4, 2, 2, nt, nt, 2.3, nt, 1, 1.2

In the list so far, these contain a CF3 group.
The line under a structure holds: DNMT1 inh, Tb MetRS inh, CSN inh, NadD inh, Rpn11 block, STEP block, LMPTP block, Scp-1 inhibitor, SUMO1-SIM PPI, MsrA inh
11	O=C(O)c1nn(-c2ccccc2C(F)(F)F)cc1O
  28, 0.2, 3, -2, i, 2, -2.4, -2, 1, 0.3
32	Oc1ccccc1CN1CCCC(N2CCN(c3cccc(C(F)(F)F)c3)CC2)C1 (stereo not drawn)
  18, -1.6, 0, -8, i, 2, 0.2, -8, 4, 0.7
